RTF Ca sens act – increases calcium sensitivity of human cardiac regulated thin filaments. activation, % at 7.2 µM. IANBD-labeled TnC RTF fluorescence at EC20 calcium; 0% EC20 calcium, 100% full calcium. 340,000 compounds, 0.24% hits. P19429+P45379;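 active = activation above the mean over all tested compounds plus 3 SD, cut at about 30% in these data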;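 also: rise in fluorescence read as greater calcium sensitivity of cardiac thin filaments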
CAL PDZ FP – inhibitors of human CAL PDZ peptide binding; purified CAL PDZ, TMR-peptide fluorescence polarization, 1 h; inhibition, % at 24.9 µM; 300,000 compounds, 0.92% hits;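 active = mean inhibition of at least 30% with at least half of replicates also reaching 30%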;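 also: 0% = DMSO neutral control and 100% = excess unlabeled competitor peptide PRC23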
RTF Ca sens inh – cardiac RTF calcium desensitization | P19429+P45379 | IANBD-labeled cardiac RTF, Ca2+ fluorescence | inhibition, % at 7.15 µM | 340,000 compounds, 0.12% hits | AID 493244;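 active = inhibition above the mean inhibition of all tested compounds plus 3 SD, cut at about 17% in these data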;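 also: assay run at fixed EC70 calcium of 1.6 mM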
Keap1 Nrf2 FP – disrupts human Keap1 binding to Nrf2 peptide; Keap1 Kelch-Nrf2 peptide fluorescence polarization, 1536-well; 340,000 compounds, 0.15% hits; inhibition, % at 9.4 µM; in the data active = inhibition above about 12%;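 also: human Keap1 Kelch domain with fluorescein labeled Nrf2 9mer peptide probe; 0% = neutral control wells and 100% = peptide positive control; higher means more block of Keap1 binding to Nrf2 peptide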
Target sequence (Q14145 whole entry, looked up, the tested form may be a part): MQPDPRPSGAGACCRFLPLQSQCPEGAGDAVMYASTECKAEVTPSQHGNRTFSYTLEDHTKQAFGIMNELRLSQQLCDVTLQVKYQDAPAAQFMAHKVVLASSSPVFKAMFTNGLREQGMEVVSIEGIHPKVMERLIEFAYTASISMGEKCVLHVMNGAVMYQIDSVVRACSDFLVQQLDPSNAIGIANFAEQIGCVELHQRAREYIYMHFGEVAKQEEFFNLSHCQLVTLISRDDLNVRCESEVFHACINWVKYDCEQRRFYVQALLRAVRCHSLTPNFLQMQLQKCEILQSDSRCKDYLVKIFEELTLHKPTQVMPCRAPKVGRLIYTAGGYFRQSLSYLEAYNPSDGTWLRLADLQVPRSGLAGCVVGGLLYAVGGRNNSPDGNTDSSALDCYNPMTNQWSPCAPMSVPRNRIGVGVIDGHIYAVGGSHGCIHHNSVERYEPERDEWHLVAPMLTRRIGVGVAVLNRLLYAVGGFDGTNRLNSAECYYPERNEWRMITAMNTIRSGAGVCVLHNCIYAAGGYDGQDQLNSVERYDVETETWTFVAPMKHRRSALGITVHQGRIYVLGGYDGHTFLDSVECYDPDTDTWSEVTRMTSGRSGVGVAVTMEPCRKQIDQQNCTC
OPRM1-OPRD1 ag – agonists of human mu-delta opioid receptor heterodimerization | cells, OPRM1-OPRD1 heterodimerization, luminescence | activation, % at 9.3 µM | 340,000 compounds, 0.3% hits; in the data active = activation above about 18%;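 also: 0% = vehicle-treated cells and 100% = reference agonist; values of inactives mirror those of a sister screen read the other way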
HTR5A inv ag – HTR5A inverse agonism, opioid heterodimer counter-screen | P47898 | inhibition, % at 9.3 µM | AID 504634 | 340,000 compounds, 0.083% hits | HTR5A cell line, luminescence; in the data active = inhibition mostly above about 23%, no sharp cut-off; inactive = mostly below about 18%;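 also: 0% = cells with DMSO and 100% = no-cell wells with DMSO; some compounds called inactive have numbers as strong as hits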
Target sequence (P47898 whole entry, looked up): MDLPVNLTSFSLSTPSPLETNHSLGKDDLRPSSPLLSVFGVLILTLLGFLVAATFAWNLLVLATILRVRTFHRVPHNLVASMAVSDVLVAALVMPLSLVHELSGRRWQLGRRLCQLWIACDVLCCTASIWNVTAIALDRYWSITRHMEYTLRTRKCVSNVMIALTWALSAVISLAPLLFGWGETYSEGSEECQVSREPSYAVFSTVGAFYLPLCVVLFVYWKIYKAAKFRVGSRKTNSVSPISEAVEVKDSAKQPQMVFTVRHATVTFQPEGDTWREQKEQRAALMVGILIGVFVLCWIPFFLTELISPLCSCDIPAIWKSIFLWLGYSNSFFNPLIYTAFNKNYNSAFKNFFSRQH
C-LANA FP – blocks KSHV LANA C-terminal domain binding to DNA. inhibition, % at 9 µM. MBP-C-LANA/FAM-LBS DNA binding, fluorescence polarization. 340,000 compounds, 0.078% hits. AID 504423;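 active = highest replicate inhibition at or above 60% at 9 µM, even if other replicates fall short; inactive = all replicates below 60% inhibition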;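 also: 0% = neutral control wells and 100% = 4 µM acridine orange control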
HTR5A ag ctr – counter-screen for OPRM1-OPRD1 agonists: human HTR5A agonism; 340,000 compounds, 0.61% hits; AID 504692; P47898; HTR5A agonist assay, luminescence, cell-based; activation, % at 9.3 µM; in the data active = activation mostly above about 9.5%, no sharp cut-off; inactive = mostly below about 7.6%;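 also: 0% = cells with vehicle only and 100% = reference agonist; strong numbers were not always called active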
OPRM1-OPRD1 inv – inverse agonists of human mu-delta opioid receptor heterodimerization | cell-based MOR-DOR heterodimer luminescence, inverse agonism | inhibition, % at 9.3 µM | 340,000 compounds, 0.21% hits; in the data active = inhibition above about 22%, passing the limit was not always enough;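 also: 0% = cells with DMSO and 100% = wells without cells with DMSO; values of inactives mirror those of a sister screen read the other way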
V-ATPase pHluor – yeast V-ATPase proton transport regulation by pHLuorin. AID 504577. 350,000 compounds, 0.37% hits. response, % at 10 µM. S. cerevisiae, pHLuorin cytosolic pH fluorescence; in the data active = response mostly above about 7.3%, no sharp cut-off; inactive = mostly below about 5.4%; also: actives read high; inactives centre near 0; some compounds called inactive have numbers as strong as hits; reference of the scale not given here
* marks the source's active call; other numbers are inactive results.

For COc1ccc(CC(=O)Nc2ccc(S(=O)(=O)N3CCCC3)cc2)c(OC)c1 the results were RTF Ca sens act -2, CAL PDZ FP -3, RTF Ca sens inh -9, Keap1 Nrf2 FP -4, OPRM1-OPRD1 ag -2.2, HTR5A inv ag 11, C-LANA FP 0.3, HTR5A ag ctr -5, OPRM1-OPRD1 inv 9 and V-ATPase pHluor 0.
Oc1[nH]c2c(Cl)cc(Cl)cc2c1N=NC(=S)NCC1CCCO1 (configuration not stated) was read as RTF Ca sens act -3, CAL PDZ FP 0, RTF Ca sens inh -5, Keap1 Nrf2 FP 2, OPRM1-OPRD1 ag -2.9, HTR5A inv ag 24, C-LANA FP -3.5, HTR5A ag ctr -8, OPRM1-OPRD1 inv 18 and V-ATPase pHluor -2.
O=C(Nc1cccc(Cl)c1Cl)C1CC(=O)N(c2ccc(Br)cc2)C1 (configuration not stated) was read as RTF Ca sens act 0, CAL PDZ FP -4, RTF Ca sens inh 7, Keap1 Nrf2 FP -1, OPRM1-OPRD1 ag 2.1, HTR5A inv ag -11, C-LANA FP -0.6, HTR5A ag ctr 4, OPRM1-OPRD1 inv -12 and V-ATPase pHluor -2.
O=C(O)C1NCCc2ccccc21 (configuration not stated) was read as RTF Ca sens act -1, CAL PDZ FP -4, RTF Ca sens inh -3, Keap1 Nrf2 FP -1, OPRM1-OPRD1 ag -3.5, HTR5A inv ag 23, C-LANA FP 1.0, HTR5A ag ctr -9, OPRM1-OPRD1 inv 20 and V-ATPase pHluor -1.
O=C(CC1C(=O)NCCN1Cc1ccc(F)cc1Cl)NC1CCCCCCC1 (configuration not stated) was read as RTF Ca sens act -2, CAL PDZ FP -2, RTF Ca sens inh -11, Keap1 Nrf2 FP -5, OPRM1-OPRD1 ag 0.7, HTR5A inv ag 6, C-LANA FP 1.0, HTR5A ag ctr 1, OPRM1-OPRD1 inv -4 and V-ATPase pHluor -3.
c1ccc(Cn2nnc3c(NCC4CCCO4)nc(C4CC4)nc32)cc1 (configuration not stated) was read as RTF Ca sens act 3, CAL PDZ FP -8, RTF Ca sens inh -9, Keap1 Nrf2 FP 0, OPRM1-OPRD1 ag -0.4, HTR5A inv ag -3, C-LANA FP 1.1, HTR5A ag ctr 6, OPRM1-OPRD1 inv 2 and V-ATPase pHluor 2.
`O=C(CC(C(=O)O)P(=O)(c1ccccc1)c1ccccc1)c1ccccc1` (configuration not stated) gave RTF Ca sens act -3, CAL PDZ FP -1, RTF Ca sens inh -2, Keap1 Nrf2 FP -2, OPRM1-OPRD1 ag -3.2, HTR5A inv ag 7, C-LANA FP -1.0, HTR5A ag ctr 2, OPRM1-OPRD1 inv 16 and V-ATPase pHluor -1.
COc1ccc(-n2c(SCC(=O)N3CCCCC3)nnc2-c2cccnc2)cc1 was read as RTF Ca sens act 0, CAL PDZ FP 3, RTF Ca sens inh -19, Keap1 Nrf2 FP 0, OPRM1-OPRD1 ag -2.2, HTR5A inv ag -11, C-LANA FP -0.3, HTR5A ag ctr 0, OPRM1-OPRD1 inv 12 and V-ATPase pHluor 0.
NC1=NC2(CCCCC2)N(c2ccc(F)cc2)C(N)=N1 was read as RTF Ca sens act 1, CAL PDZ FP 0, RTF Ca sens inh 1, Keap1 Nrf2 FP -3, OPRM1-OPRD1 ag -0.8, HTR5A inv ag -16, C-LANA FP 0.9, HTR5A ag ctr 3, OPRM1-OPRD1 inv 4 and V-ATPase pHluor -1.
COc1ccccc1N1C(=NC(=O)COc2ccccc2)SC2CS(=O)(=O)CC21 (configuration not stated) was read as RTF Ca sens act -4, CAL PDZ FP -1, RTF Ca sens inh -3, Keap1 Nrf2 FP 1, OPRM1-OPRD1 ag -2.4, HTR5A inv ag -7, C-LANA FP 0.9, HTR5A ag ctr 1, OPRM1-OPRD1 inv 13 and V-ATPase pHluor -6.
For COc1ccccc1CNC(=O)CN1C(=O)COc2ccc(S(=O)(=O)N3CCCCC3)cc21 the results were RTF Ca sens act 2, CAL PDZ FP -4, RTF Ca sens inh -5, Keap1 Nrf2 FP -3, OPRM1-OPRD1 ag -2.5, HTR5A inv ag 1, C-LANA FP -0.8, HTR5A ag ctr 0, OPRM1-OPRD1 inv 13 and V-ATPase pHluor -1.
`Cc1ccc(C)c(NC(=O)c2cc(-c3cccnc3)nc3ccccc23)c1` gave RTF Ca sens act -1, RTF Ca sens inh -2, Keap1 Nrf2 FP 0, OPRM1-OPRD1 ag -2.2, HTR5A inv ag 24, C-LANA FP -0.2, HTR5A ag ctr 2, OPRM1-OPRD1 inv 11 and V-ATPase pHluor -1.
For O=c1c2ccccc2ncn1CCCCOc1ccccc1F the results were RTF Ca sens act -4, CAL PDZ FP -1, RTF Ca sens inh 3, Keap1 Nrf2 FP 0, OPRM1-OPRD1 ag -2.1, HTR5A inv ag -21, C-LANA FP -1.8, HTR5A ag ctr -2, OPRM1-OPRD1 inv 11 and V-ATPase pHluor 1.
Screening O=C(Nc1nncs1)c1cccc(S(=O)(=O)N2CCc3ccccc32)c1 returned RTF Ca sens act 0, CAL PDZ FP -2, RTF Ca sens inh -2, Keap1 Nrf2 FP -1, OPRM1-OPRD1 ag -3.0, HTR5A inv ag -2, C-LANA FP 0.4, HTR5A ag ctr 1, OPRM1-OPRD1 inv 15 and V-ATPase pHluor 0.
Screening COC(=O)C[C@H]1c2cc(C(F)(F)F)ccc2S(=O)(=O)N1C1CCCCC1 returned RTF Ca sens act -10, CAL PDZ FP -1, RTF Ca sens inh 0, Keap1 Nrf2 FP 1, OPRM1-OPRD1 ag -1.7, HTR5A inv ag -13, C-LANA FP -4.0, HTR5A ag ctr 1, OPRM1-OPRD1 inv 9 and V-ATPase pHluor 15.
Screening Cc1c(C(=O)N2CCOCC2)sc2ncn(CC(=O)N3CCC(C)CC3)c(=O)c12 returned RTF Ca sens act -1, CAL PDZ FP -2, RTF Ca sens inh -3, Keap1 Nrf2 FP -2, OPRM1-OPRD1 ag -1.6, HTR5A inv ag -11, C-LANA FP -1.3, HTR5A ag ctr 5, OPRM1-OPRD1 inv 8 and V-ATPase pHluor -5.
`O=C(c1ccccc1)n1ccn(-c2ccccc2)c1=S` gave RTF Ca sens act -1, CAL PDZ FP -3, RTF Ca sens inh -1, Keap1 Nrf2 FP -2, OPRM1-OPRD1 ag -1.9, HTR5A inv ag -1, C-LANA FP -0.1, HTR5A ag ctr 1, OPRM1-OPRD1 inv 9 and V-ATPase pHluor 4.
For COc1ccccc1NC(=O)CSc1nnc(NC(=O)C2CC2)s1 the results were RTF Ca sens act 2, CAL PDZ FP 0, RTF Ca sens inh 4, Keap1 Nrf2 FP 2, OPRM1-OPRD1 ag -0.8, HTR5A inv ag 14, C-LANA FP 0.2, HTR5A ag ctr -2, OPRM1-OPRD1 inv 5 and V-ATPase pHluor -2.
CCOc1ccc(CCNC(=O)c2cccc(S(=O)(=O)N3CCOCC3)c2)cc1OCC was read as RTF Ca sens act -3, CAL PDZ FP -2, RTF Ca sens inh 3, Keap1 Nrf2 FP 4, OPRM1-OPRD1 ag -0.4, HTR5A inv ag -2, C-LANA FP -1.2, HTR5A ag ctr -7, OPRM1-OPRD1 inv 2 and V-ATPase pHluor 2.
O=C(NCc1ccc(F)cc1)c1ccc(CS(=O)(=O)Cc2ccc(F)cc2)o1 was read as RTF Ca sens act 1, CAL PDZ FP 1, RTF Ca sens inh -13, Keap1 Nrf2 FP -7, OPRM1-OPRD1 ag -2.9, HTR5A inv ag -25, C-LANA FP -1.1, HTR5A ag ctr 10, OPRM1-OPRD1 inv 16 and V-ATPase pHluor 3.
COc1ccc(CCNC(=O)CCn2c(=O)oc3ccccc32)cc1OC was read as RTF Ca sens act 2, RTF Ca sens inh 2, Keap1 Nrf2 FP -3, OPRM1-OPRD1 ag -0.8, HTR5A inv ag -3, C-LANA FP 1.1, HTR5A ag ctr -2, OPRM1-OPRD1 inv 4 and V-ATPase pHluor 0.
CC(=O)Nc1ccccc1NC(=O)CC(C)(C)C was read as RTF Ca sens act -1, CAL PDZ FP 3, RTF Ca sens inh -36, Keap1 Nrf2 FP 2, OPRM1-OPRD1 ag -0.1, HTR5A inv ag -29, C-LANA FP -1.0, HTR5A ag ctr -6, OPRM1-OPRD1 inv 1 and V-ATPase pHluor 6.
Cc1ccc(C)c(NC(=O)c2ccc3c(c2)N(Cc2ccc(F)cc2)C(=O)CS3=O)c1 (configuration not stated) was read as RTF Ca sens act 0, RTF Ca sens inh 2, Keap1 Nrf2 FP -3, OPRM1-OPRD1 ag -0.3, HTR5A inv ag -31, C-LANA FP -0.6, HTR5A ag ctr 11, OPRM1-OPRD1 inv 2 and V-ATPase pHluor 0.
CCN(Cc1ccccc1)S(=O)(=O)c1ccc(C(=O)Nc2nnc(C3CC3)o2)cc1 was read as RTF Ca sens act -2, RTF Ca sens inh -4, Keap1 Nrf2 FP -3, OPRM1-OPRD1 ag 1.1, HTR5A inv ag -20, C-LANA FP -0.9, HTR5A ag ctr 8, OPRM1-OPRD1 inv -6 and V-ATPase pHluor 0.
`CCOC(=O)N1CCN(C(=O)c2cc3c(-c4cccc(OC)c4)nn(C)c3s2)CC1` gave RTF Ca sens act 0, CAL PDZ FP -5, RTF Ca sens inh -3, Keap1 Nrf2 FP 0, OPRM1-OPRD1 ag -1.2, HTR5A inv ag -34, C-LANA FP -1.9, HTR5A ag ctr 9, OPRM1-OPRD1 inv 6 and V-ATPase pHluor 3.
For O=C(NC1CCN(Cc2ccccc2)C1)c1cccc(S(=O)(=O)N2CCOCC2)c1 (configuration not stated) the results were RTF Ca sens act 3, CAL PDZ FP -3, RTF Ca sens inh -19, Keap1 Nrf2 FP -3, OPRM1-OPRD1 ag -0.7, HTR5A inv ag -11, C-LANA FP -1.3, HTR5A ag ctr 6, OPRM1-OPRD1 inv 4 and V-ATPase pHluor 4.
Screening Nc1c(N(CCO)C(=O)C2CCCC2)c(=O)[nH]c(=O)n1Cc1ccccc1 returned RTF Ca sens act 0, CAL PDZ FP 3, RTF Ca sens inh -20, Keap1 Nrf2 FP -2, OPRM1-OPRD1 ag 0.0, HTR5A inv ag 3, C-LANA FP -0.1, HTR5A ag ctr 8, OPRM1-OPRD1 inv 0 and V-ATPase pHluor -5.
CC(=O)N=c1n(C)c2ccccc2n1CCOc1ccccc1 was read as RTF Ca sens act 4, CAL PDZ FP -2, RTF Ca sens inh -2, Keap1 Nrf2 FP -3, OPRM1-OPRD1 ag 0.4, HTR5A inv ag 1, C-LANA FP -4.5, HTR5A ag ctr 0, OPRM1-OPRD1 inv -2 and V-ATPase pHluor 4.
For O=C(/C=C/c1ccccc1)NNC(=O)C1CC1 the results were RTF Ca sens act 2, CAL PDZ FP -1, RTF Ca sens inh -16, Keap1 Nrf2 FP 1, OPRM1-OPRD1 ag -1.1, HTR5A inv ag -32, C-LANA FP 14, HTR5A ag ctr 0, OPRM1-OPRD1 inv 6 and V-ATPase pHluor 0.
Screening CN(C)CCN1C(=O)c2oc3ccc(F)cc3c(=O)c2C1c1ccncc1 (configuration not stated) returned RTF Ca sens act 1, RTF Ca sens inh 0, Keap1 Nrf2 FP 3, OPRM1-OPRD1 ag 0.5, HTR5A inv ag -10, C-LANA FP 0.2, HTR5A ag ctr 3, OPRM1-OPRD1 inv -3 and V-ATPase pHluor -1.
Cc1ccccc1-c1nc(CS(=O)(=O)CC(=O)NC(C)c2ccccc2)c(C)o1 (configuration not stated) was read as RTF Ca sens act -4, CAL PDZ FP -6, RTF Ca sens inh -4, Keap1 Nrf2 FP 3, OPRM1-OPRD1 ag 7.2, HTR5A inv ag -21, C-LANA FP -1.4, HTR5A ag ctr -1, OPRM1-OPRD1 inv -36 and V-ATPase pHluor -3.
